# High-throughput results from PubChem BioAssay.
# UHRF1 MBD2 ctr: UHRF1 methyl-DNA binding inhibition; Q96T88; UHRF1 binding to methylated oligo, TR-FRET; inhibition, % at 4.4 µM; 370,000 tested, 0.75% active; AID 687016; in the data active = inhibition above about 21%;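 note: UHRF1 SRA domain binding a hemimethylated CpG hairpin DNA probe; 0% = median of test compound wells and 100% = reference inhibitor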
# rCAG RNA binder: molecules binding r(CAG) RNA repeats; r(CAG) RNA repeat, TO-PRO-1 dye displacement fluorescence; inhibition, % at 3 µM; 370,000 tested, 1.3% active;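 active = inhibition above the plate cutoff, the mean of all test compounds on that plate plus 3 SD, cut at about 35% in these data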;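 note: 0% = DMSO alone and 100% = 100 µM mitoxantrone as full dye displacement; higher means more dye released from RNA so lower well fluorescence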
# PG9 binder: PG9 antibody binding by small molecule; TR-FRET gp120-PG9 antibody binding; inhibition, % at 6.7 µM; 360,000 tested, 0.43% active; in the data active = inhibition above about 8.5%
# NR1D1 modulator: modulates human Rev-erb alpha binding to DNA | activity, % at 10 µM | P20393 | AID 1259318 | Rev-erbα–FITC-DNA binding, fluorescence polarization, 90 min | 370,000 tested, 0.79% active;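 active = activity above about 14%, limit read from the data; passing the limit was not always enough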;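 note: 0% = DMSO wells with 35 nM protein and 100% = DMSO wells with 750 nM protein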
# TCR-CD3 inh: blocks the human TCR-CD3 interaction; TAMRA-labeled TCR probe fluorescence, biochemical; inhibition, % at 9.4 µM; 360,000 tested, 0.37% active; AID 651800; in the data active = inhibition above about 19%;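 note: recombinant mutant TCR 2C K166C tagged with TAMRA read by polarization; 0% = receptor in buffer alone and 100% = receptor with positive control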
# MBD2 DNA inh: inhibitors of human MBD2 binding to methylated oligonucleotide; 370,000 tested, 0.31% active; inhibition, % at 4.4 µM; TR-FRET; Q9UBB5; in the data active = inhibition above about 13%
# mABHD4 FP: ABHD4 (mouse) inhibition, primary FP screen | Q8VD66 | purified mABHD4, FP-Rh probe fluorescence polarization | inhibition, % at 8.92 µM | 370,000 tested, 0.54% active | AID 720543;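 active = inhibition exceeding the mean over every tested compound plus 3 SD, cut at about 30% in these data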;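 note: 0% = plate median of compound wells and 100% = S159A mutant with DMSO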
#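 Doses – 8.92 µM, single dose · Material – wild-type mouse ABHD4 protein · Replication – single well per compound (singlicate) · Measure – percent inhibition of probe binding, normalized to plate controls · Schedule – 45 min compound pre-incubation plus 60 min probe step, 25 °C · Detection – fluorescence polarization with parallel and perpendicular emission, 525/598 nm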
# LEDGF integ inh: blocks HIV-1 LEDGF/p75-dependent DNA integration; inhibition, % at 3.7 µM; TR-FRET IN-LEDGF/p75 DNA integration, Eu/Cy5; 370,000 tested, 0.64% active; AID 743269;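 active = inhibition above the screen-wide mean plus 3 SD, cut at about 13% in these data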;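 note: signal is the Cy5 over europium emission ratio at 671 and 618 nm; 0% = plate median of compound wells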
# HTRA1 inhibitor: inhibitors of human serine peptidase HTRA1 | recombinant HTRA1, FP-rhodamine activity-based probe, fluorescence polarization | inhibition, % at 5.96 µM | AID 504803 | Q92743 | 340,000 tested, 0.5% active; in the data active = inhibition above about 36%;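 note: 0% = enzyme with DMSO and 100% = wells lacking enzyme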
# Target sequence (Q92743 whole entry, looked up): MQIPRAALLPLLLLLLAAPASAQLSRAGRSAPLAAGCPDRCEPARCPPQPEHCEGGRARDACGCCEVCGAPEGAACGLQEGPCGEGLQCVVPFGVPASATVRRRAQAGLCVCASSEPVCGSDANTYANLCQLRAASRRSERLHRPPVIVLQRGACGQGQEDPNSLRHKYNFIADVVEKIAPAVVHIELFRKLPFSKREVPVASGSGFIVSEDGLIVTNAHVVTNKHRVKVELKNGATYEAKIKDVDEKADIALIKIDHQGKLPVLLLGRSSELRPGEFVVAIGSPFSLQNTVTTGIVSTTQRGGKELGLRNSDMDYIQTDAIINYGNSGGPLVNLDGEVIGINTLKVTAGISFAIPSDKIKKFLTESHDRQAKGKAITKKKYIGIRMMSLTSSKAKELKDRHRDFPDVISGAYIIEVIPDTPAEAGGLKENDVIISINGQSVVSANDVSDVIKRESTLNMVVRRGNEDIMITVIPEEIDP
# PRMT1 FP inh: blocks human protein arginine methyltransferase 1. recombinant PRMT1, activity-based probe fluorescence polarization. inhibition, % at 2.79 µM. 370,000 tested, 1.3% active. Q99873;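 active = inhibition above about 21% made by adding two undisclosed values, limit read from the data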
# Target sequence (Q99873 whole entry, looked up): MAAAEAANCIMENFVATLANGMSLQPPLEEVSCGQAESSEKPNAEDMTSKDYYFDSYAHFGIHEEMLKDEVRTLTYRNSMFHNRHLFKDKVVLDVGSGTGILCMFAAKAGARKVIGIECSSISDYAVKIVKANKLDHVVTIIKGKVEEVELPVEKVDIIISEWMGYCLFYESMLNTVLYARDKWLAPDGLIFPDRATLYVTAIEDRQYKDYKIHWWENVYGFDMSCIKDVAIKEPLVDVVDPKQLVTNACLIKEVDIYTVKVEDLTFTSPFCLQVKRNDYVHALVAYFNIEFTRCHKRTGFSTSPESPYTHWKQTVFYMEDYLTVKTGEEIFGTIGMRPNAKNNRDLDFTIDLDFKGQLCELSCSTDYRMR
# Starred values were filed as active, the others as inactive; . = not tested or not shown. The list is partial, so the mix of outcomes need not match the whole.
SMILES,UHRF1 MBD2 ctr,rCAG RNA binder,PG9 binder,NR1D1 modulator,TCR-CD3 inh,MBD2 DNA inh,mABHD4 FP,LEDGF integ inh,HTRA1 inhibitor,PRMT1 FP inh
O=C(Nc1ccc(S(=O)(=O)N2CCCCC2)cc1)c1cccnc1Cl,0.8,0.9,-1.6,-4.3,6.8,-1.2,-4.0,0.0,-3.4,1.4
Cc1cc(C)c(C(=O)CSc2nnc(-c3ccccc3Br)o2)cc1C,2.5,3.8,0.2,17.2,-1.3,-2.1,2.3,-2.2,-5.5,2.6
O=C(Nc1ccsc1C(=O)N1CCCC1)c1ccccc1,2.0,-3.5,0.5,-0.3,0.2,4.7,-0.6,-2.5,7.0,-0.2
CCSc1nc2ccccc2n1C(=O)Oc1ccccc1,-2.3,-2.6,-0.6,1.5,-0.5,0.9,1.6,0.7,1.1,-3.9
OCC1CCCC(n2cnc3c(=S)nc[nH]c32)O1 (stereo unspecified),2.1,-2.5,-1.1,-3.5,0.9,-7.7,1.1,-0.5,5.3,4.1
FC(F)(F)c1cc(-c2ccccc2)nc(-n2cncn2)n1,-0.4,-2.7,0.3,1.0,1.9,2.0,-0.6,-0.7,0.5,0.5
CCOc1ccc(C(C(=O)NC(C)(C)C)N(CCOC)C(=O)CCC(=O)Nc2ccccn2)cc1 (stereo unspecified),-0.3,0.2,-0.2,-4.7,4.0,4.3,-2.4,-0.5,-1.3,2.0
CC(=O)Nc1ccc(Oc2ccc3nc(C)[nH]c3c2)cc1,-2.1,3.6,-2.9,-4.0,1.8,-5.1,2.0,-1.5,6.6,0.3
COc1ccc(/C=N/NC(=O)Nc2cccc3nsnc23)cc1OC,3.2,5.7,-1.0,-3.8,-0.2,-2.2,-5.5,4.7,-5.4,0.3
COc1cccc(N(CC(=O)NC2CCCCC2)C(=O)CCC(=O)Nc2nc(C)cs2)c1,1.6,-7.1,-0.2,-1.1,-2.1,2.4,-0.1,-2.0,-9.2,3.4
CCC(=O)N/C(N)=N/c1nc(C)c2cc(C)c(C)cc2n1,-0.1,20.0,-1.6,-8.1,-7.0,-1.3,6.3,0.2,.,-5.0
CCN(CC)CCn1c(=S)[nH]c2ccccc2c1=O,-1.2,-1.6,-0.8,0.8,-2.4,-2.8,0.5,1.8,-7.0,-5.2
CCn1c(=O)c2cc(C(=O)NCCOC)sc2c2ccccc21,-1.7,-1.5,2.4,2.0,9.8,3.5,0.0,5.0,6.0,-3.6
CCc1ccc2nc(N3CCN(C(=O)C(C)(C)C)CC3)sc2c1,-2.9,-6.4,-2.6,-0.9,-1.2,-4.0,0.9,-2.2,-8.5,-1.3
CCCCOC(=O)Nc1nc(C)c(C(=O)OCC)s1,3.2,3.0,-0.3,0.0,-4.7,7.0,-0.8,-2.1,4.7,0.9
CCc1ccc(C2=NN(CCC(=O)NC(C)c3ccc4c(c3)OCCO4)C(=O)CC2)cc1 (stereo unspecified),4.6,-2.7,-0.5,-3.4,-4.9,-3.4,8.6,-1.5,1.1,2.7
CCSCc1nnc(SCC(=O)Nc2ccc(OC)cc2)n1C,-1.8,-4.2,1.1,2.1,-6.2,1.4,-0.6,-2.4,3.6,4.5
C=CCN(CC=C)C(=O)Nc1ccc2nc(C)sc2c1,3.4,-4.6,-1.0,-0.8,-4.7,-1.6,1.3,-7.3,1.9,5.2
N#CCSc1ccccc1NC(=O)COC(=O)CCN1C(=O)C2CC=CCC2C1=O (stereo unspecified),1.9,-1.1,-0.1,3.6,0.5,-0.6,0.2,4.2,-0.9,-4.9
COc1cc2[nH]c(=O)n(CCC(=O)NCCC(C)C)c(=O)c2cc1OC,0.2,-1.6,-1.3,-3.3,1.7,1.2,10.1,-2.3,-1.2,-2.1
Brc1cccc(OCCOCCn2ccnc2)c1,3.7,5.2,-3.1,-6.2,4.2,3.1,5.1,4.1,0.3,-0.4
O=C(CSc1nc2c(c(=O)n1-c1ccc(Br)cc1)SCC2)Nc1nccs1,3.6,2.3,-0.5,2.0,7.1,2.2,3.7,-1.9,-2.4,1.2
Cc1cc(C)n2nc(S(=O)(=O)N(C)c3ccccc3)nc2n1,0.6,1.5,0.7,6.2,-0.3,3.1,2.1,-2.2,1.5,4.0
Cc1ccc(NC(=O)CN(C)C(=O)CSc2ccc3c(c2)OCCO3)cc1,1.7,2.1,-2.3,-1.7,1.2,1.5,-1.0,-2.0,-7.7,8.2
O=C(O)C1CC=CCC1C(=O)NCCCN1CCCC1=O (stereo unspecified),0.5,1.1,-0.5,-0.7,4.4,-0.1,-2.6,1.1,-3.4,1.1
CCc1ccc(CN2CCC(N3CCC(C(=O)N4CCCC4)CC3)CC2)o1,0.4,-6.1,-2.4,10.3,1.2,5.6,5.2,-3.3,-0.6,3.0
O=C(CSc1nncs1)NC(=O)NC1CCCC1,0.7,-0.2,-0.1,.,-5.8,1.9,6.2,-2.1,1.4,1.7
COc1ccc(-c2noc(CN(C)Cc3ccc(C)o3)n2)cc1,-2.5,-0.4,0.3,3.8,4.4,-2.5,0.0,2.1,1.8,-1.6
O=C(c1ccco1)N1CCN(C(=S)NC2CC3CCC2C3)CC1 (stereo unspecified),0.8,-5.4,-0.3,-1.5,-0.9,2.7,0.0,-4.1,5.0,-1.4
CN1OC(CC(=O)O)N(c2ccc(Cl)cc2)C1=O (stereo unspecified),3.5,3.3,-0.5,3.2,0.8,0.3,-3.2,3.0,0.5,-1.8

# Part of the list above with just HTRA1 inhibitor and mABHD4 FP:
Molecule | HTRA1 inhibitor | mABHD4 FP
O=C(c1ccco1)N1CCN(C(=S)NC2CC3CCC2C3)CC1 (stereo unspecified) | 5.0 | 0.0
Cc1cc(C)n2nc(S(=O)(=O)N(C)c3ccccc3)nc2n1 | 1.5 | 2.1
Brc1cccc(OCCOCCn2ccnc2)c1 | 0.3 | 5.1
O=C(O)C1CC=CCC1C(=O)NCCCN1CCCC1=O (stereo unspecified) | -3.4 | -2.6

# (next part)
SMILES,UHRF1 MBD2 ctr,rCAG RNA binder,PG9 binder,NR1D1 modulator,TCR-CD3 inh,MBD2 DNA inh,mABHD4 FP,LEDGF integ inh,HTRA1 inhibitor,PRMT1 FP inh
COC(=O)C1=NNC(C(=O)c2ccco2)C1c1ccc(OC)cc1 (stereo unspecified),-1.5,-4.6,0.9,-3.3,-1.3,-0.6,1.0,0.0,5.4,0.0
CSc1nc(C)c(C(=O)Nc2ccccc2)c(-c2ccco2)c1C#N,-2.3,6.1,0.9,1.0,0.4,-1.1,-8.0,-1.9,-6.9,-0.5
O=C(Nc1ccc(F)cc1)N1CCN(CCc2ccccc2)CC1,4.2,-0.3,0.0,7.1,-1.9,-1.1,6.3,-1.0,6.8,1.0
COc1ccc(CCNC(=O)CCc2cn(C)c3ccccc23)c(OC)c1OC,20.1,-5.6,-0.5,0.3,8.7,-0.1,-2.9,5.2,0.6,-3.4
O=C(COC(=O)[C@H](Cc1ccccc1)NC(=O)c1ccco1)Nc1ccccc1,0.4,1.6,1.0,2.3,-2.5,-5.2,-13.9,4.5,-13.7,-2.7
COc1cccc(C(=O)Cn2c(N3CCCCC3)nc3c2c(=O)n(C)c(=O)n3C)c1,-3.8,-0.5,0.0,3.4,1.5,-7.3,3.9,-1.1,-0.2,2.0
CCc1nnc(NC(=O)CN2C(=O)/C(=C/c3cc(OC)c(OC)c(OC)c3)SC2=S)s1,-7.6,11.2,-3.0,-5.6,1.8,0.8,-14.4,-2.9,-15.2,21.4*
Nc1[nH]c(N=NC(=O)c2ccc(Cl)cc2)c2ccccc12,-4.8,3.0,-2.6,1.6,5.2,-8.1,0.1,0.4,-8.4,-0.5
COc1cc(/C=C2\S/C(=N/S(=O)(=O)c3ccc(C)cc3)NC2=O)c([N+](=O)[O-])cc1OC,-3.3,85.5*,-3.9,2.2,8.9,-10.9,9.7,2.2,4.0,26.9*
COc1ccc(C(=O)c2ccc(OC)c(N)c2)cc1N,2.5,-0.8,-0.1,3.7,-6.2,5.2,1.1,-3.0,5.0,-1.3

# The last 3 entries of the part above lead into the next:
SMILES,UHRF1 MBD2 ctr,rCAG RNA binder,PG9 binder,NR1D1 modulator,TCR-CD3 inh,MBD2 DNA inh,mABHD4 FP,LEDGF integ inh,HTRA1 inhibitor,PRMT1 FP inh
Nc1[nH]c(N=NC(=O)c2ccc(Cl)cc2)c2ccccc12,-4.8,3.0,-2.6,1.6,5.2,-8.1,0.1,0.4,-8.4,-0.5
COc1cc(/C=C2\S/C(=N/S(=O)(=O)c3ccc(C)cc3)NC2=O)c([N+](=O)[O-])cc1OC,-3.3,85.5*,-3.9,2.2,8.9,-10.9,9.7,2.2,4.0,26.9*
COc1ccc(C(=O)c2ccc(OC)c(N)c2)cc1N,2.5,-0.8,-0.1,3.7,-6.2,5.2,1.1,-3.0,5.0,-1.3
COc1ccc(-c2cc3c(nn2)-c2ccccc2C3=O)cc1,-3.0,1.4,-3.0,3.6,4.6,-1.4,-2.4,0.6,2.2,0.5
Cc1cc(N2CCOCC2)n2ncc(-c3ccccc3Cl)c2n1,1.1,-6.2,0.6,0.7,1.2,4.4,0.7,1.2,0.3,1.1
COc1ccccc1-c1nnc(C2CCN(S(=O)(=O)c3cccc([N+](=O)[O-])c3)CC2)o1,1.8,-3.3,1.4,0.5,3.5,-4.3,6.0,0.3,-2.2,4.5
COc1cccc(-c2ccc3c(c2)O[C@@H](CN(C)Cc2cncnc2)[C@@H](C)CN([C@H](C)CO)S3(=O)=O)c1,0.8,4.0,-0.6,1.0,-6.1,-1.1,3.6,0.2,-0.5,3.2
COc1cc(CCC(=O)O)on1,2.4,-2.4,-1.7,-0.1,-3.5,-9.3,-6.5,6.3,5.1,-3.0
CCCn1nnc(NC(=O)c2ccc(F)cc2)n1,-0.4,-6.5,-1.0,-2.3,2.9,4.5,-2.5,-1.8,1.7,-0.7
Cc1ccsc1CN(C)C(=O)c1ccc(Oc2ccccc2)cc1,1.7,-2.3,-0.6,3.9,7.2,-0.6,-12.9,-0.8,-34.1,0.5
Cc1cc(-c2cc(C(=O)O)c3ccccc3n2)c(C)s1,-1.3,1.9,0.3,-4.3,6.3,0.5,-5.2,3.6,-4.4,-4.0

# PRMT1 FP inh: what is marked active above
canonical_smiles | UHRF1 MBD2 ctr | PG9 binder | NR1D1 modulator | TCR-CD3 inh | MBD2 DNA inh | LEDGF integ inh | HTRA1 inhibitor | PRMT1 FP inh
CCc1nnc(NC(=O)CN2C(=O)/C(=C/c3cc(OC)c(OC)c(OC)c3)SC2=S)s1 | -7.6 | -3.0 | -5.6 | 1.8 | 0.8 | -2.9 | -15.2 | 21.4*
COc1cc(/C=C2\S/C(=N/S(=O)(=O)c3ccc(C)cc3)NC2=O)c([N+](=O)[O-])cc1OC | -3.3 | -3.9 | 2.2 | 8.9 | -10.9 | 2.2 | 4.0 | 26.9*
